Screening results (PubChem)
p53ts 32C tox: cytotoxicity in p53ts cells at permissive temperature; H1299-p53A138V at 32C, ATP luminescence viability, 24 h; Potency, µM (titrated, usually from 46.1 µM), for inactives: at the top dose activity change, negative = cytotoxicity, actives largely listed as cytotoxic; 130,000 tested, 0.93% active; AID 924;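 also: 0% = DMSO and -100% = full killing by reference compound; nearly all actives have a fitted effect of over 55% in size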
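Cells: H1299 p53ts (A138V), 600/well, pre-incubated 16–30 h at 37C. Cpd up to 46 uM, 24 h, 32C. Readout: ATPlite luminescence, 20 min RT. Normalization: DMSO vs tamoxifen 100 uM. AC50 by Hill equation.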
Peg3 imprint: induces erasure of genomic imprints in mouse ES cells; mouse ES Peg3-LacZ reporter, beta-gal luminescence, 40 h; Potency, µM (highest dose often 60.7 µM), for the others: top-dose activity change, positive = activation, hits mostly activators; 110,000 tested, 0.02% active; AID 1948;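 also: 0% = negative control wells on the plate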
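Imprint erasure is scored as LacZ activity from the silenced maternal Peg3 allele in feeder-free female ES cells cultured 40 h with LIF. Luminescence is normalized to in-plate negative controls and fitted to the Hill equation.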
IkB sig inh: IkB pathway inhibition in ABC-DLBCL cells | ABC-DLBCL IkBa-CBG/CBR dual luciferase ratio, 4 h; response scale: scaled: untreated 0%, proteasome inhibitor 100% | Potency, µM (series often up to 57.1 µM), for inactives: at the highest dose IkBa stabilization activation | 110,000 tested, 0.04% active; active = well fitted curve in the direction sought with a large enough effect in the signal ratio, not every such curve was filed as active; inconclusive = small, poorly fitted or top-dose-only effect, or a change in a side signal; the % refers to the signal ratio;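 also: the direction sought is a rising ratio; 0% = basal untreated cells and 100% = reference inhibitor full response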
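Luminescence ratio of IκBα-fused green versus native red beetle luciferase in OCI-Ly3 cells, 4 h post-doxycycline with compound; red signal alone, scaled from basal (0%) to zero light (-100%), flagged nonspecific or cytotoxic effects.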
p53ts 39C tox: cytotoxicity in p53ts cells at nonpermissive temperature | Potency, µM (top dose mostly 46.1 µM), for the others: at the highest dose activity change, negative = cell killing, usual class: cytotoxic | 130,000 tested, 1.5% active | H1299-p53A138V viability at 39C, ATP luminescence, 24 h; also: nearly all actives have a fitted effect of over 55% in size
* = called active by the depositor; ? = inconclusive; nt = not tested or not shown; & = joins results of further samples; [ ] = dose if it differs, or a comment. Unless noted, calls follow the shape of the dose curve; as a rule, active = well fitted curve in the direction sought with a large enough effect; inconclusive = small, poorly fitted or top-dose-only effect, or another doubt; inactive = no such curve, though single readings can be large; an effect the other way counts as inactive or inconclusive. Unless noted, % is scaled to controls: 0 for no effect and ±100 for the full control effect; potency is read from the fitted curve at half-maximal effect.

Every second line gives: p53ts 32C tox | Peg3 imprint | IkB sig inh | p53ts 39C tox
Cc1c(C(=O)NCc2ccc(F)cc2)sc2nc(-c3ccccc3)cn12
 : -15% | -2%[10.9 µM] | 1.5% | -15%
CCOC(=O)Nc1ccc2c(c1)N(C(=O)CN1CCN3CCCC3C1)c1ccccc1CC2 (stereo not drawn)
 : -10% | -7% | 0.7% | -6%
Cc1ccc(S(=O)(=O)c2nc(-c3cccs3)oc2SCc2ccc(F)cc2)cc1
 : 7% | -12%[10.9 µM] | ? | 11%
CC(C)(C)NC(=O)COC(=O)c1nsc(Cl)c1Cl
 : -13% | nt | nt | 10%
COc1ccc(CN(Cc2nc3ccccc3c(=O)[nH]2)C(=O)C(C)(C)C)cc1
 : 12% | 5% | 1.3% | 2%
CC1(C)CC(NC(=O)C2CCCCC2C(=O)O)CC(C)(C)N1 (stereo not drawn)
 : 0% | -3% | -0.1% | -5%
O=C(NC1(C(=O)O)CCCC1)c1ccccc1
 : 4%[9.22 µM] | 1%[10.9 µM] | 0.2%[11.4 µM] | 6%[9.22 µM]
CCCCn1c(=N)n(CCOc2ccccc2OC)c2ccccc21
 : -27% | -21%[10.9 µM] | 6.0% | 30%[activator]
Cc1ccccc1NC(=O)CSc1nc(N)c(C#N)cc1C#N
 : 3% | 23% | 1.3% | 4%
CCOC(=O)C1=C(N)n2c(s/c(=C\c3cccnc3)c2=O)=C(C(=O)OCC)C1c1cccnc1 (stereo not drawn)
 : -7% | -1% | 2.9% | -5%
CCOc1ccc(N2C(=O)C3Sc4[nH]c(=O)sc4C(/C=C/c4ccccc4)C3C2=O)cc1 (stereo not drawn)
 : 9% | nt | nt | 5%
CC(C)CCNC(=O)C(c1ccco1)N(Cc1ccc(F)cc1)C(=O)c1snc(C(N)=O)c1N (stereo not drawn)
 : 32%[activator] | -11% | 2.6% | 13%
CC1(C)Cc2c(sc3ncn4nc(CCC(=O)O)c(=O)nc4c23)CO1
 : 8% | 11% | 0.7% | 8%
COc1cccc(/C=N/NC(=O)CCCC(=O)Nc2ccc(Br)cc2)c1
 : 11% | nt | nt | -6%
COC(=O)c1c(N)c(C#N)c2n1CCCCC2
 : -4% | 15% | -2.5% | 11%
C/C(=C\C(=O)c1ccc(C)cc1)Nc1cccc(O)c1
 : ? | -35%[inhibitor] | ? | -27%
O=C(Cn1c(=O)c2ccccc2n(CC(=O)Nc2ccccc2F)c1=O)NCCc1ccccc1
 : 4% | -3%[10.9 µM] | 5.8% | 16%
CCCCCc1nc2ccccc2c(=O)n1N
 : 0% | nt | 0.4% | -3%
CC(C)(C)c1cc(C(C)(C)C)c2oc(=O)c(-c3nc4ccccc4[nH]3)cc2c1
 : -26% | -15%[10.9 µM] | ? | ?
CCCS(=O)(=O)N1CCCC(C(=O)N2CCN(c3ccccn3)CC2)C1 (stereo not drawn)
 : -3% | -8% | -1.6% | 2%
COc1ccc(-c2cc(C(=O)Nc3cccc(C(C)=O)c3)no2)cc1
 : -14% | -5% | -0.9% | -6%
Fc1ccccc1CSc1ncnc2c1oc1ccccc12
 : 13µM* | -87%[inhibitor] | 8.7% | 13µM*
Cc1ccc(Cn2c(-c3ccccc3)nc3ccccc32)cc1
 : 4% | 6%[10.9 µM] | ? | -26%
CCCOc1ccc(-c2nnc(-c3cccs3)o2)cc1
 : -16% | nt | nt | ?
O=C(NCCCN1CCCC1=O)c1cc(=O)c2ccccc2o1
 : -2% | -5% | 0.8% | 4%
COc1ccc(C(=O)N2CCc3cc(OC)c(OC)cc3C2)cc1OC
 : -23% | -17% | -1.4% | -13%
Cc1cc2c(N)cccc2nn1
 : 6% | -4% | 1.4% | 2%
COc1ccc(Oc2c(C(F)(F)F)oc3c(CN4CCCC(C)C4)c(O)ccc3c2=O)cc1 (stereo not drawn)
 : 8% | 9%[10.9 µM] | 0.5% | 14%
COc1ccc(-c2c(C)oc3cc(O)cc(O)c3c2=O)cc1OC
 : -16% | -10% | -4.6% | 10%
Oc1ccccc1-c1cc(-c2cccc(F)c2)n[nH]1
 : ? | -47%[inhibitor] | ? | ?

Additional structures:
Every second line gives: p53ts 32C tox | Peg3 imprint | IkB sig inh | p53ts 39C tox
Cc1ccc(OCCCC(=O)Nc2nncs2)cc1
 : 5% | 4% | -0.8% | 4%
COc1ccc2[nH]cc(C(=O)CN3CCCCC3C)c2c1 (stereo not drawn)
 : 3% | -6% | 7.5% | 11%
CN(C(=O)CSc1nc2ccc(NC(=O)c3ccccc3F)cc2s1)c1ccccc1
 : -8% | -16%[10.9 µM] | ? | -25%
CC(C)n1c(CCC(=O)O)ccc1-c1ccccc1
 : 0% | -4% | 1.4% | 7%
COc1ccc(CC(=O)NCC(c2cccs2)S(=O)(=O)c2ccc(C)cc2)cc1 (stereo not drawn)
 : 12% | 5%[10.9 µM] | ? | -5%
Cn1c(CNc2nc3ccccc3n2C)nc2ccccc21
 : 1% | -35%[inhibitor] | 4.2% | 1%
COc1cccc(C(=O)CSc2nc3cccnc3n2C)c1
 : -4% | nt | nt | 8%
CC(C)C(C(=O)Nc1ccccc1)N1C(=O)c2ccccc2C1=O (stereo not drawn)
 : -6% | -35%[inhibitor] | ? | ?
Cc1ccccc1OCc1nc(-c2ccc(-n3cccc3)cc2)no1
 : -2% | -11% | 0.3% | -2%
CCOCCCNCc1cccc(OC)c1
 : 1% | -7% | 1.8% | 13%
CCC(Sc1nc(C)cc(C)n1)C(=O)Nc1ccc(Cl)cn1 (stereo not drawn)
 : 3% | nt | nt | 8%
COc1ccc2c(C)c(CCC(=O)NCCc3ccc(OC)c(OC)c3)c(=O)oc2c1
 : -8% | -9%[10.9 µM] | -3.6% | 5%
O=C(Cn1cnc2c(cnn2-c2ccc(F)cc2)c1=O)NCC1CCCO1 (stereo not drawn)
 : 15% | -3% | -0.6% | -7%
Cc1nc(NCCN)c(C#N)c2c1COC(C)(C)C2
 : 15% | nt | nt | 9%
Cc1ccc(Nc2nc(N)nc(CN3CCCCCC3)n2)cc1
 : -3% | -16% | 2.8% | 0%
Cc1c(C(=O)Nc2ccc(Br)cc2F)oc2ccc(S(=O)(=O)N3CCCCC3)cc12
 : 5% | 5%[10.9 µM] | -0.8% | -21%
CC(C)(C)OC(=O)NCCc1nnc(S(=O)(=O)Cc2ccc(Cl)cc2Cl)o1
 : -12% | -36%[inhibitor] | ? | ?
Cc1ccc(Nc2ccc(N3CCN(C(=O)c4ccc([N+](=O)[O-])cc4Cl)CC3)nn2)cc1
 : 44%[activator] | 6%[10.9 µM] | ? | 44%[activator]
COCCn1c(COc2ccccc2)nnc1SCC(N)=O
 : 3% | -10% | 0.3% | 2%
COc1cc2c(c(OC)c1)C(c1ccncc1)CC(=O)N2 (stereo not drawn)
 : -3% | -9% | 0.1% | 15%
COc1cccc(C(=O)Nc2c(F)c(F)c(F)c(F)c2F)c1
 : -12% | -7% | -0.2% | 9%
COc1cccc(CNC(=O)Cn2nc(C)n3c(cc4cc(C)ccc43)c2=O)c1OC
 : 11% | 15%[10.9 µM] | 1.6% | 4%
COc1cc(C2NC(=O)NC(C)=C2C(=O)OCc2ccccc2)ccc1O (stereo not drawn)
 : 0% | -3% | -1.4% | 9%
COc1ccc(-c2ccc3c(n2)CCCN3C[C@H](O)CN2CCCc3nc(-c4ccc(Br)cc4)ccc32)cc1
 : -13%&1%[9.22 µM] | nt | nt | -7%&-2%[9.22 µM]
CCOc1cc(C(=O)Nc2c3c(nn2C(C)(C)C)CS(=O)C3)cc(OCC)c1OCC (stereo not drawn)
 : -2% | -6% | 0.4% | -3%
O=C(O)CSc1cccc2cccnc12
 : 2% | -6% | -0.9% | -1%
c1ccc(CNc2ccnc(-c3cccnc3)n2)cc1
 : 0% | -4% | 2.7%[11.4 µM] | -10%
CC1CCCN(CC(=O)Nc2ccc(S(=O)(=O)N3CCCCC3)cc2)C1 (stereo not drawn)
 : -13% | nt | nt | -10%
CCOC(=O)c1ccc(NC(=O)c2cn(-c3ccccc3)nc2-c2ccc(Br)cc2)cc1
 : 6% | -14%[10.9 µM] | 0.2% | 11%
COc1ccc(S(=O)(=O)Cc2ccc(C(=O)N3CCN(c4cccc(C)c4C)CC3)o2)cc1
 : 10% | -27% | ? | -10%

Continuation:
Every second line gives: p53ts 32C tox | Peg3 imprint | IkB sig inh | p53ts 39C tox
COc1ccccc1OCCCCCNCCO
 : 6% | -15% | 3.6% | 3%
CCOC(=O)c1cc(C(=O)OCC)c2cc(Br)ccc2n1
 : -3% | 5% | -0.3% | 3%
O=c1c(CCc2ccccc2)nc2cnc(N3CCOCC3)nc2n1C1CC1
 : -1% | -2% | -0.2%[11.4 µM] | -10%
COc1cccc(-c2cc(C(F)(F)F)nc(N3CCOCC3)n2)c1
 : -17% | -14% | 1.1% | 2%
Cc1cc2ccccc2c(=O)n1CC(=O)NCC(=O)N1CCN(c2cccc(Cl)c2)CC1
 : 3% | -12% | 1.7% | -12%
COC(=O)C1CCN(C(=O)COC(=O)Cn2cnnn2)CC1
 : 4% | 2% | -0.2% | -9%
CCOc1cccc2cc(-c3cn4c(n3)sc3cc(C)ccc34)c(=O)oc12
 : -19% | -9%[10.9 µM] | ? | 10%

Filtered by structure, the compounds so far with fluorine.
Every second line gives: p53ts 32C tox | Peg3 imprint | IkB sig inh | p53ts 39C tox
Cc1c(C(=O)NCc2ccc(F)cc2)sc2nc(-c3ccccc3)cn12
 : -15% | -2%[10.9 µM] | 1.5% | -15%
Cc1ccc(S(=O)(=O)c2nc(-c3cccs3)oc2SCc2ccc(F)cc2)cc1
 : 7% | -12%[10.9 µM] | ? | 11%
CC(C)CCNC(=O)C(c1ccco1)N(Cc1ccc(F)cc1)C(=O)c1snc(C(N)=O)c1N (stereo not drawn)
 : 32%[activator] | -11% | 2.6% | 13%
O=C(Cn1c(=O)c2ccccc2n(CC(=O)Nc2ccccc2F)c1=O)NCCc1ccccc1
 : 4% | -3%[10.9 µM] | 5.8% | 16%
Fc1ccccc1CSc1ncnc2c1oc1ccccc12
 : 13µM* | -87%[inhibitor] | 8.7% | 13µM*
COc1ccc(Oc2c(C(F)(F)F)oc3c(CN4CCCC(C)C4)c(O)ccc3c2=O)cc1 (stereo not drawn)
 : 8% | 9%[10.9 µM] | 0.5% | 14%
Oc1ccccc1-c1cc(-c2cccc(F)c2)n[nH]1
 : ? | -47%[inhibitor] | ? | ?
CN(C(=O)CSc1nc2ccc(NC(=O)c3ccccc3F)cc2s1)c1ccccc1
 : -8% | -16%[10.9 µM] | ? | -25%
O=C(Cn1cnc2c(cnn2-c2ccc(F)cc2)c1=O)NCC1CCCO1 (stereo not drawn)
 : 15% | -3% | -0.6% | -7%
Cc1c(C(=O)Nc2ccc(Br)cc2F)oc2ccc(S(=O)(=O)N3CCCCC3)cc12
 : 5% | 5%[10.9 µM] | -0.8% | -21%
COc1cccc(C(=O)Nc2c(F)c(F)c(F)c(F)c2F)c1
 : -12% | -7% | -0.2% | 9%
COc1cccc(-c2cc(C(F)(F)F)nc(N3CCOCC3)n2)c1
 : -17% | -14% | 1.1% | 2%
